# High-throughput results (PubChem BioAssay)
# Keap1-Nrf2 PPI = Keap1-Nrf2 protein-protein interaction inhibitors, primary screen, biochemical, fluorescence polarization, single point; hit rate 0.15% among 340,000; Keap1 Kelch-Nrf2 peptide fluorescence polarization, 1536-well; Kelch-like ECH-associated protein 1 (Homo sapiens), Q14145; inhibition, % at 9.4 µM; in the data active = inhibition above about 12%;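 note: human Keap1 Kelch domain with fluorescein labeled Nrf2 9mer peptide probe; 0% = neutral control wells and 100% = peptide positive control; higher means more block of Keap1 binding to Nrf2 peptide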
# C-LANA FP = inhibitors of KSHV C-LANA binding to DNA, primary screen, biochemical, fluorescence polarization, FAM-LBS DNA, MBP-C-LANA, single point; Kaposi's sarcoma herpesvirus LANA C-terminal domain (residues 932-1162) DNA binding; inhibition, % at 9 µM; hit rate 0.078% among 340,000; AID 504423, 2011;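 active = highest replicate inhibition at or above 60% at 9 µM, even if other replicates fall short; inactive = all replicates below 60% inhibition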;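 note: 0% = neutral control wells and 100% = 4 µM acridine orange control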
# Cardiac RTF inh = cardiac RTF calcium sensitivity inhibitors, primary screen, biochemical, IANBD-TnC fluorescence, EC70 calcium; AID 493244, 2011; IANBD-labeled cardiac RTF, Ca2+ fluorescence; inhibition, % at 7.15 µM; hit rate 0.12% among 340,000;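 active = inhibition above the mean inhibition of all tested compounds plus 3 SD, cut at about 17% in these data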;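 note: assay run at fixed EC70 calcium of 1.6 mM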
# PfHsp90 yeast 2 = growth inhibition of PfHsp90-expressing yeast, primary screen, antimalarial PfHsp90 inhibitor project, S. cerevisiae, BacTiter-Glo luminescence, single point, set 2; AID 504621, 2011; hit rate 0.32% among 310,000; inhibition, % at 9.4 µM; BacTiter-Glo ATP, 48 h; yeast lacking PDR1 and PDR3 efflux regulators;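 active = every replicate shows inhibition above about 80%, whatever the replicate mean, limit read from the data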;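 note: 0% = DMSO neutral controls and 100% = 20 µM radicicol positive controls; yeast relying on Plasmodium falciparum Hsp90 in place of its own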
# CDK5 p35 inh = inhibitors of human CDK5/p35 kinase, primary screen, biochemical, single concentration; inhibition, % at 10 µM; Recombinant CDK5/p35, ADP-Glo luminescence, 60 min; Cyclin-dependent kinase 5 (Homo sapiens) + Cyclin-dependent kinase 5 activator 1 (Homo …; hit rate 0.01% among 330,000;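 active = highest replicate inhibition of at least 50% and at least 75% of replicates reaching 50%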;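 note: plate controls were DMSO neutral control for no effect and GW8510 at 10 µM for full effect; many of its hits are not listed in these tables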
# Target sequence (Q00535 whole entry, looked up): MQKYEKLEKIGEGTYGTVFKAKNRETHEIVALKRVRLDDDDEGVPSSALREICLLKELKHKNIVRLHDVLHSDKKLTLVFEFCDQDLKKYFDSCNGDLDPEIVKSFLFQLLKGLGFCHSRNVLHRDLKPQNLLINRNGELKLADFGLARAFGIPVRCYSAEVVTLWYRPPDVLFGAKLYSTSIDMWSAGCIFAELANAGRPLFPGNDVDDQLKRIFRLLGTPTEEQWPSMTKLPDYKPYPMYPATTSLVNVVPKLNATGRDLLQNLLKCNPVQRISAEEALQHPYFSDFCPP
# Target sequence (Q15078 whole entry, looked up): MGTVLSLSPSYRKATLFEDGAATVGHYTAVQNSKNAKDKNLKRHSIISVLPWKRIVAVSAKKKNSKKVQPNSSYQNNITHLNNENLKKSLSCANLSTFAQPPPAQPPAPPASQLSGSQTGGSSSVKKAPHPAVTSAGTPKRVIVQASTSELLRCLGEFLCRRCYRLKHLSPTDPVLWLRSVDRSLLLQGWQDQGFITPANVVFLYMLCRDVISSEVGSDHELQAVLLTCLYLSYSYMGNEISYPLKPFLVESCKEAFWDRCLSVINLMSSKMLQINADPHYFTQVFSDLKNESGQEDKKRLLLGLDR
# PvdQ acylase = P. aeruginosa PvdQ acylase inhibitors, primary screen, biochemical, fluorescence, plate reader and imaging, single point; purified PvdQ acylase; hit rate 0.063% among 340,000; PvdQ acylase [Pseudomonas aeruginosa LESB58]; inhibition, % at 10 µM; AID 488965, 2010; in the data active = inhibition above about 30%, passing the limit was not always enough;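 note: 0% = vehicle neutral wells and 100% = reference inhibitor wells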
# Rtt109 Vps75 = inhibitors of C. albicans Rtt109/Vps75 HAT, primary screen, biochemical, ThioGlo CoA-SH fluorescence, plate reader | hit rate 0.16% among 330,000 | purified Rtt109/Vps75, 4 h | inhibition, % at 34.9 µM | Histone acetyltransferase RTT109 (Candida albicans (strain SC5314 / ATCC MYA-2876)), …;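 active = inhibition of at least 50% in every replicate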
# Target sequence (Q5AAJ8 whole entry, looked up): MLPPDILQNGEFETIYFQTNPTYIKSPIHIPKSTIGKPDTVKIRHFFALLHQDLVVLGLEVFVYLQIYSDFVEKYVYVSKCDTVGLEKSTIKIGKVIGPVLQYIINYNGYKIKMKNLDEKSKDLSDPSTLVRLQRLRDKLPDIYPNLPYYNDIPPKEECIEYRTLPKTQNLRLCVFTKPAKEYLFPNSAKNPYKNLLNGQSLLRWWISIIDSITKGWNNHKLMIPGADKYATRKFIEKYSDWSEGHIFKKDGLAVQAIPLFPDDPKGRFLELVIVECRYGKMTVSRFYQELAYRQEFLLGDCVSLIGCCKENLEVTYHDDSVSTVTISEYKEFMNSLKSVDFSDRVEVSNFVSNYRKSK
# NSD2 inh = NSD2 histone methyltransferase inhibitors, primary screen, biochemical, AlphaScreen, single concentration, set 2. Histone-lysine N-methyltransferase NSD2 (Homo sapiens), O96028. inhibition, % at 12.5 µM. hit rate 0.54% among 310,000. NSD2 peptide methylation, 120 min. AID 743445, 2014; in the data active = inhibition above about 50%
# dFosB act = activators of delta FosB homodimer, primary screen, biochemical, fluorescence polarization, TAMRA-CDK5 oligo, single point; Protein FosB (Mus musculus), P13346; purified delta FosB; percent of positive-control signal above neutral wells; activation, % at 25 µM; hit rate 0.99% among 340,000;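 active = mean activation above about 17%, with every replicate also reaching it, limit read from the data, passing the limit was not always enough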;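 note: fluorescence polarization rise as delta FosB binds a TAMRA Cdk5 AP-1 oligo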
# Mot1-301 SUMO = yeast Mot1-301 growth rescue at high temperature, primary screen, SUMOylation pathway inhibitor project, S. cerevisiae, ATP luminescence, 38.5C; S. cerevisiae Mot1-301 growth rescue; percent above DMSO median, 100 means doubled; growth rescue, % at 18.8 µM; hit rate 1% among 320,000;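 active = every valid replicate shows activation above 250% relative to neutral control wells; inactive = the rest, any valid replicate at or below 250%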;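 note: OY570 slx delta 5 strain wells were the positive control but not used for scaling; some compounds called inactive have numbers as strong as hits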
# RTF Ca sens act = cardiac RTF calcium sensitivity activators, primary screen, biochemical, IANBD-TnC fluorescence, EC20 calcium; Troponin I, cardiac muscle (Homo sapiens) + Troponin T, cardiac muscle (Homo sapiens) + …; IANBD-labeled TnC RTF fluorescence at EC20 calcium; 0% EC20 calcium, 100% full calcium; activation, % at 7.2 µM; hit rate 0.24% among 340,000;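 active = activation above the mean over all tested compounds plus 3 SD, cut at about 30% in these data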;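 note: rise in fluorescence read as greater calcium sensitivity of cardiac thin filaments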
# * marks the source's active call; other numbers are inactive results; . = no result given.
SMILES,Keap1-Nrf2 PPI,C-LANA FP,Cardiac RTF inh,PfHsp90 yeast 2,CDK5 p35 inh,PvdQ acylase,Rtt109 Vps75,NSD2 inh,dFosB act,Mot1-301 SUMO,RTF Ca sens act
O=C(COc1cc(Cl)c(Cl)cc1Cl)Nn1cnnc1,-2,1.5,-10,.,1.8,-16,11,.,4,-3,3
O=C(c1ccc(F)cc1Cl)N(c1ccccn1)C1CCCCC1,-1,0.3,14,8,-1.2,-6,-6,-3,-4,.,-4
Cc1cc(SCC(=O)c2cc3ccccc3o2)nc2ccccc12,-9,0.6,-11,-11,0.3,-6,-1,-1,9,-2,8
CN(CCC#N)C(=O)CSc1nnc(-c2c[nH]c3ccccc23)o1,-3,1.7,-2,3,0.4,-5,3,14,1,-7,1
CCCCOc1ccccc1C1C(C(=O)OC)=C(C)N(C)C(C)=C1C(=O)OC,3,0.0,-6,.,-8.0,-13,-16,.,-2,-22,1
NNC(=O)CCC(=O)Nc1ccccc1,-1,0.0,12,7,-1.3,5,.,1,2,9,1
CCOC(=O)c1c(NC(=O)COC(=O)Cc2c[nH]c3ccccc23)sc(C(=O)N(C)C)c1C,-5,0.0,-3,-2,-0.6,7,3,0,-4,2,-11
Cn1cc(C(=O)NC2CCCCC2)c(=O)c2cc(S(=O)(=O)N3CCOCC3)ccc21,2,0.6,-4,-4,-0.7,-16,-7,-1,-19,-16,5
CSCC[C@H](NC(=O)COc1ccc(Cl)cc1)C(=O)N1CCC2(CC1)NCCc1[nH]cnc12,-8,-1.3,0,-4,-3.6,6,-3,-2,-1,-6,2
O=[N+]([O-])c1ccc(O)c(-c2nc(-c3ccccc3)c(-c3cccs3)[nH]2)c1,-3,0.6,-6,.,-0.5,-7,.,6,-9,16,2
CCC(=O)Nc1cc(OC)c(NC(=O)c2ccccc2)cc1OC,-2,0.4,-3,11,-0.4,-14,-4,-2,-1,13,-4
COc1ccc(N2Cc3ccccc3C2)cc1Cl,-4,0.6,-1,-7,1.7,10,10,.,-13,14,3
COC(=O)c1ccc(CSc2nc3sc(C)c(C)c3c(=O)[nH]2)cc1,-5,0.1,1,20,-3.4,-7,-3,0,-2,5,-1
CC(C)CC[n+]1ccn(-c2nc3ccccc3nc2[N-]S(=O)(=O)c2ccc(Cl)cc2)c1,0,0.6,-5,0,0.5,-1,.,-3,-8,-5,3
CCCOc1ccc(/C=c2\sc3ncnn3c2=O)cc1,-1,0.9,3,23,-1.8,-6,3,0,-7,77,-6
CCCN1Cc2cccc(C(=O)NCCc3ccccc3)c2C1=O,-7,-3.2,0,-19,-0.5,-15,.,3,-13,92,4
COc1cc(/C=N/Nc2ccccc2C(F)(F)F)ccc1O,-1,-0.8,2,5,0.3,1,-1,4,-5,0,-3
O=C(Cn1nnc(-c2cccs2)n1)Nc1ccccc1C(F)(F)F,2,-1.2,-1,-28,0.5,-8,-7,-3,10,.,1
CC(CCn1cccn1)NC(=O)CCc1nnc(C2CCCCC2)o1 (centres undefined),-2,2.3,-2,13,1.3,-6,-6,-4,-11,17,2
C=CCNC(=O)c1onc(CSc2ccc(F)c(F)c2)c1C(=O)O,0,0.8,-10,5,-0.8,-1,2,.,6,16,-5
CCOC(=O)c1ccc(NS(=O)(=O)c2c(C)n(C)c(=O)n(C)c2=O)cc1,-5,1.9,0,-2,1.6,-1,7,.,-6,-6,6
COC(=O)Cc1c(-c2[nH]c3ccccc3c2CC(=O)OC)[nH]c2ccccc12,-1,1.7,-4,5,-0.7,-6,7,-3,5,.,1
COc1cc2c(cc1NC(=O)CC1SC(N3CCCC3)=NC1=O)oc1ccccc12 (centres undefined),-3,-1.7,4,3,-1.0,-8,1,0,5,-15,-5
Cc1ccc(N2C(=O)CC3(CC4C=CC3C4)C2=O)cc1 (centres undefined),-4,-2.3,-1,-12,1.3,-5,-3,-2,-7,-2,12
CC1CCc2nn(CC(=O)Nc3c(F)cc(F)cc3Br)cc2C1 (centres undefined),-6,2.3,-3,16,3.0,9,10,.,0,-5,9
CC(C)C(=O)N1CCN(c2ccccc2NC(=O)COc2ccccc2)CC1,4,2.1,-3,-6,-1.5,4,13,-6,-8,-11,3
O=C(Nc1ccc(F)cc1)Nc1cc(OCC(F)(F)F)cc(OCC(F)(F)F)c1,4,-1.3,-16,20,-1.2,-6,-6,-3,3,1,3
NC1=NC[C@@H](Cc2ccc(O)cc2)N1CCc1cccc(F)c1,-2,-1.2,-6,-8,-4.0,-22,4,.,-10,-22,4
Cc1noc(C)c1COC(=O)CCN1c2ccccc2Sc2ccccc21,2,-0.5,-3,.,0.8,11,16,3,-6,.,-10
COC(=O)Cc1cn(-c2ncc(C(F)(F)F)cc2Cl)c2ccccc12,-1,-1.9,-14,-6,-1.9,-2,2,-1,-3,-6,-10
O=C(ONC1=NCCCCC1)c1c(F)cccc1F,0,-1.9,-16,-49,-1.2,0,0,1,-2,2,-1
Cc1ccc(C)c(C(=O)COC(=O)c2ccc(Br)o2)c1,-3,-1.7,1,-34,-2.9,-28,0,-12,-2,-19,8
Cc1ccc2nc(-c3ccc(NS(=O)(=O)c4ccc(F)c(F)c4)cc3)sc2c1,-9,-4.2,1,-34,-0.6,6,-8,-1,-14,32,2
CCN(CC)S(=O)(=O)c1cccc(NC(=O)COC(=O)c2cc(=O)c3ccccc3o2)c1,-8,-0.3,-4,5,-0.8,-16,-1,-8,-4,-7,2
CCN(CC)S(=O)(=O)c1cccc(C(=O)N/N=C/c2ccc(OC)c(O)c2)c1,1,-1.1,0,1,2.7,11,5,2,3,-2,4
Cc1ccc(NC(=O)c2cccs2)cc1NC(=O)c1ccc(F)cc1,-4,0.0,-5,-5,-0.1,-2,-5,24,1,-5,2
CC1CCC(C(C)C)C(OC(=O)COC(=O)c2ccc(N)cc2)C1 (centres undefined),5,-1.0,10,-9,-2.3,-3,-6,33,-9,21,-1
COc1cc2c(cc1OC)CN(C(=O)CN1CCN(S(=O)(=O)c3ccccc3)CC1)CC2,0,-0.2,2,2,1.1,-3,-5,-2,-5,-13,4
CC1=Nc2cc([N+](=O)[O-])ccc2NC(C)(C)C1,-8,-0.4,-6,-19,-1.1,-10,3,1,-17,21,1
COc1c(S(=O)(=O)N2CCCCC2)ccc2c(S(=O)(=O)N3CCCCC3)cccc12,2,1.5,-2,.,2.8,-9,-3,-3,2,-9,-3
CCNC(=S)Nc1ccc(OCC)cc1,-2,-1.7,-20,-8,4.8,7,-6,1,-2,-5,2
O=C(NCCN1CCN(C(=O)c2ccc(F)cc2)CC1)C(=O)NCc1ccccc1,0,0.8,-1,3,-2.6,-17,4,-2,-1,25,-2
COc1cccc(-n2nnc3c(=O)n(Cc4ccc(C)cc4)cnc32)c1,-2,-0.5,-6,22,-0.6,-7,0,-1,1,-12,6
CCCc1nc2c(nnn2Cc2ccccc2F)c(=O)[nH]1,4,-1.2,-2,1,-4.1,-14,-4,6,1,386*,3
COc1ccc(NC(=O)NCc2cccnc2)cc1,4,1.2,-6,22,-0.1,-15,3,1,-2,-6,-3
CCOC(=O)c1c(-c2ncc(C(F)(F)F)cc2Cl)noc1C,-3,-0.7,-14,17,-0.1,5,13,-5,-5,79,0
CCOc1ccc(N2C(=O)C(c3ccccc3)=C(c3nc4ccccc4s3)C2NC(C)=O)cc1 (centres undefined),-4,1.8,-5,1,-1.3,-3,2,8,-1,177,1
C(=C1c2ccccc2-c2ccccc21)c1ccccn1,3,-0.2,2,.,-1.1,0,1,2,-12,.,-1
C=CCNc1nc(Nc2ccc([N+](=O)[O-])cc2)nc(OCC)n1,-5,-0.3,-1,-54,-0.2,-8,-4,1,7,282,6
CCOC(=O)C1=C(c2ccccc2)NC(=S)NC1c1ccc(Cl)cc1 (centres undefined),3,-0.6,0,12,0.7,-8,0,7,-5,-2,-1

# Ordered by value in dFosB act (largest number first): 3 of the compounds above.
compound,Keap1-Nrf2 PPI,C-LANA FP,Cardiac RTF inh,CDK5 p35 inh,PvdQ acylase,Rtt109 Vps75,NSD2 inh,dFosB act,Mot1-301 SUMO,RTF Ca sens act
COc1cc2c(cc1NC(=O)CC1SC(N3CCCC3)=NC1=O)oc1ccccc12 (centres undefined),-3,-1.7,4,-1.0,-8,1,0,5,-15,-5
CSCC[C@H](NC(=O)COc1ccc(Cl)cc1)C(=O)N1CCC2(CC1)NCCc1[nH]cnc12,-8,-1.3,0,-3.6,6,-3,-2,-1,-6,2
C(=C1c2ccccc2-c2ccccc21)c1ccccn1,3,-0.2,2,-1.1,0,1,2,-12,.,-1

# (continued)
SMILES,Keap1-Nrf2 PPI,C-LANA FP,Cardiac RTF inh,PfHsp90 yeast 2,CDK5 p35 inh,PvdQ acylase,Rtt109 Vps75,NSD2 inh,dFosB act,Mot1-301 SUMO,RTF Ca sens act
Cn1c(C(=O)NCCCN2CCN(c3ccc(F)cc3)CC2)cc2c(=O)n(C)c3ccccc3c21,-2,2.2,3,.,1.6,-4,-12,.,-1,.,-3
CCOC(CNc1c([N+](=O)[O-])c(=O)n(C)c(=O)n1C)OCC,-3,-0.3,4,16,.,-2,3,-5,-1,-5,-3
COc1cccc(/C=C2\SC(=S)N(CCCC(=O)Nc3cc(C)on3)C2=O)c1,-1,3.0,-7,7,-0.9,-10,6,15,4,159,7
COc1ccc(C(=O)N=C2SC3CS(=O)(=O)CC3N2Cc2ccc(OC)c(OC)c2)cc1 (centres undefined),2,0.6,-8,-33,-1.9,-9,2,1,-2,-5,-5
O=C(Nc1nc2ccccc2[nH]1)C1CCC1,0,-3.2,-13,6,0.1,-3,11,-4,3,-30,1
O=C(O)C1=C[C@H](c2coc3ccccc3c2=O)C[C@H](OCCCCO)O1,-1,1.1,-11,13,0.7,-5,0,.,-4,3,-5
CCn1c(COc2cccc(OC)c2)nnc1SCC(=O)NC1CCCC1,1,-0.7,-5,-17,1.0,-16,0,.,-12,.,2
Cc1ccc(S(=O)(=O)NC(=O)c2cc(C)n(-c3ccc(N(C)C)cc3)c2C)cc1,4,3.4,-4,-26,-0.3,-10,3,5,-12,-21,-3
O=C(NNS(=O)(=O)c1ccc(F)cc1)c1cc(Cl)ccc1O,0,-2.7,-6,-30,0.2,-14,3,.,-1,3,-4
